Source: PubChem
LDHA inh = inhibitors of human lactate dehydrogenase A | purified LDHA, NADH/diaphorase-resazurin fluorescence; active compounds read low | 0.15% of 480,000 active | activity change, % (values are at about 110 or 230 µM) | P00338; in the data active = activity change below about -30%; inconclusive = mostly about -25% to -30%;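 also: plate controls were DMSO wells for no effect and wells without enzyme for full effect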
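Human LDH5 (2 nM) was incubated with 0.06 mM NADH and 0.2 mM pyruvate for 5 min at room temperature in Tris pH 7.4. Remaining NADH was coupled through diaphorase/resazurin, and resorufin fluorescence was read at 0 and 20 min.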
ALOX12 inh = blocks human arachidonate 12S-lipoxygenase; AID 1671190; purified 12hLO, xylenol orange hydroperoxide absorbance; Potency, µM (titrated, usually from 108 µM), for the others: at the highest dose activity change, negative = inhibition, usual class: inhibitors; 1.1% of 580,000 active; P18054; active = well fitted inhibition curve with a large enough effect; inconclusive = small, poorly fitted or top-dose-only effect, or another doubt; inactive = no such curve, though single readings can be large or run the other way; also: potency is read from the fitted curve at half-maximal effect
Target sequence (P18054 whole entry, looked up): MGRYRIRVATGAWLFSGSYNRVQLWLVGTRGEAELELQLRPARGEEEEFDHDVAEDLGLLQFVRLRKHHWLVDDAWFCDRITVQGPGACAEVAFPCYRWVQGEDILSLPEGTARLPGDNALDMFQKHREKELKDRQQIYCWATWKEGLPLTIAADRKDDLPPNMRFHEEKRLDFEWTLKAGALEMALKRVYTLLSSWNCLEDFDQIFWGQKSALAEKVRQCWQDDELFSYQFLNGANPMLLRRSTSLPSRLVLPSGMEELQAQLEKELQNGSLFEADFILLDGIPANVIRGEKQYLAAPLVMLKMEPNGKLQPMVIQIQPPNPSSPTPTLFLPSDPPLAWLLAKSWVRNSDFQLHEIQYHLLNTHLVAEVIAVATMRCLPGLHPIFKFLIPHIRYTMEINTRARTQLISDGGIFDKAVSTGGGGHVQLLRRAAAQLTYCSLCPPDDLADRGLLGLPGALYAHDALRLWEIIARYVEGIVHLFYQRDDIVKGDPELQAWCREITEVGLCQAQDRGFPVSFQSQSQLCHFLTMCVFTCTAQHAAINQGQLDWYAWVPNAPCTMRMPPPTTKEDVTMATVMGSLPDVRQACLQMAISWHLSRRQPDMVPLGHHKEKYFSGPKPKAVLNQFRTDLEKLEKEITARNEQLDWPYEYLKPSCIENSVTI
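Hydroperoxide product was detected by ferrous iron/xylenol orange as the 573 to 405 nm absorbance ratio. Arachidonic acid at 40 uM (final) was turned over for 30 min at room temperature by 150 nM human 12hLO, pH 7.0 Hepes buffer, after 15 min compound preincubation.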
Starred values were filed as active, the others as inactive; ? = inconclusive; [ ] = dose if it differs, or a comment. Unless noted, % is scaled to controls: 0 for no effect and ±100 for the full control effect. Not all compounds are listed, so the mix of outcomes need not match the whole.

SMILES	LDHA inh	ALOX12 inh
CCc1ccc(CNC(C)(C)CO)cc1	4	-29%
CCCn1cnc2c1c(=O)n(Cc1csc(C(C)C)n1)c(=O)n2C	5	43%[activator]
CCOC(=O)c1ccccc1NC(=O)CSc1c(C(C)C)cnc2c1c(=O)n(C)c(=O)n2C	6	-43%
COc1ccc(-n2cnc3c2NC(=O)CC3c2cc(OC)c3c(c2OC)OCO3)cc1 (stereo unspecified)	75	?
CC(=O)c1csc(NC(=O)c2nn(C(C)C)c(=O)c3ccccc23)n1	-6	21%
Cc1ccc(OCCn2c(CN3CCOCC3)nc3ccccc32)cc1	2	117%[activator]
CCc1sc(C(N)=O)cc1C	11	2%
COc1ccc2ccccc2c1/C=C(/C#N)c1nc2ccccc2[nH]1	4	?
O=c1[nH]c(=O)n(Cc2ccccc2)c2c1C(C(F)(F)F)(C(F)(F)F)N=C(c1ccccn1)N2	-4	?
Cc1c(-c2ccccc2)n(C)c2ccccc12	-24	11%
CCC1CCCCN1C(=O)C1=CC(c2ccc(C)cc2)=NS(=O)(=O)N1C (stereo unspecified)	2	-10%
OC(c1ccccc1)(c1nc(-c2cccc(C(F)(F)F)c2)cs1)C(F)(F)F (stereo unspecified)	-12	-24%
O=C(Cc1ccc2c(c1)CCC2)NC(c1ccc(F)cc1)c1cccs1 (stereo unspecified)	4	-27%
COc1cccc2c1OC1=C(C(=O)CC(C)(C)C1)C2CC(=O)c1ccc(F)cc1 (stereo unspecified)	11	-4%
CCN(CC)c1nc2ccccc2nc1C(=O)Nc1ccc(OC)cc1	-1	10%
O=C(COc1cccc(-n2cnnn2)c1)N1CCN(S(=O)(=O)c2cccc(F)c2)CC1	-2	-23%
CC(SCc1ccccc1)C(=O)N(CC#N)C1CC1 (stereo unspecified)	2	34%
Cc1ccc(OCCNC(=O)[C@H]2O[C@@H](n3ccc(=O)[nH]c3=O)[C@H](O)[C@@H]2O)cc1C	-6	?
COCCn1c(SCc2cc(C)ccc2OC)nnc1-c1ccccc1	9	0%
O=C(NCCc1cccc2cccnc12)N1CCC(n2cccc2)CC1	-12	-3%
COc1ccccc1C1=NS(=O)(=O)N(C)C(C(=O)Nc2ccccc2SC)=C1	2	-11%
COc1cccc(CNC(=O)[C@@H]2CCCN2C(=O)[C@H]2CCCCN2C(=O)c2cccs2)c1	-3	?
COC(=O)CSc1nc2c(cc1C#N)CCCC2	10	?
Cc1cccc(C(=O)Nc2ccc3nc(SCc4ccc(Br)cc4)sc3c2)c1	-12	10%
COCCN1C(=O)c2n[nH]c(-c3ccco3)c2C1c1ccc(OC)c(OC)c1 (stereo unspecified)	1	-1%
More entries
SMILES	LDHA inh	ALOX12 inh
CC(C)c1ccc(OCC(=O)NOCc2ccccc2)cc1	7	?
Cn1c(=O)c2cc(NC(=O)Nc3cccnc3)ccc2n1Cc1cccc(C(F)(F)F)c1	5	?
N#Cc1ccc(/C=C/C(=O)c2ccc(N3CCOCC3)cc2)cc1	-2	-24%
CC(C)C[C@H]1COc2cccc(N3CCN(Cc4ccccc4F)CC3)c2S(=O)(=O)N1	0	-4%
O=C(Cc1c[nH]c2ccccc12)N1CCN(S(=O)(=O)c2cccc(F)c2)CC1	-1	-3%
CC(C)c1ccc(/C=C(/CC(=O)O)c2nc3ccccc3s2)cc1	4	-1%
Cc1ccc(C(=O)N2CCN(c3oc(C4CC4)nc3C#N)CC2)c(C)c1	8	4%
CCOc1ccc(CCNC(=O)c2cc3ccccc3oc2=O)cc1OCC	-3	5%
Cc1cccc(C(=O)O)c1NC(=O)c1ccco1	-8	-23%
O=C(CC[C@H]1O[C@@H](n2cnc3c(NC(=O)c4ccccc4)ncnc32)[C@H](O)[C@@H]1O)NCc1cccc2ccccc12	-11	8%
Cc1ccc(C)n1-c1c(C(=O)N2CCC(C)CC2)sc2ncccc12	0	?
CCN(CC)c1ncnc2c1ncn2[C@H]1CN(Cc2cccs2)C[C@@H](CO)O1	-4	-2%
CCc1ccc2cc(C(=O)O)[nH]c2c1	0	-24%
CC(Nc1ccc([N+](=O)[O-])cn1)c1nc2ccccc2n1C(F)F (stereo unspecified)	16	7%
S=C(NCCNc1c(Cl)c(Cl)c(Cl)c(Cl)c1Cl)Nc1ccccc1	1	13µM*
CC(C)c1nnc(NC(=O)CCc2ncc(-c3ccccc3)o2)s1	-5	-1%
CC(C)NC(=S)N/N=C/c1ccccc1Br	-1	3%
O=C(Nc1cc(F)ccc1F)c1ccc2c(Cl)c3c(nc2c1)CCCC3	0	1%
CCC(CNC(=O)c1cc2ccccc2oc1=O)c1ccccc1 (stereo unspecified)	7	14%
COc1ccc(C(C(=O)Nc2ccc(F)cc2)N2CCN(CC(=O)N3CCCC3)CC2)cc1 (stereo unspecified)	-17	-15%
O=C(NNC(=O)c1csc(-c2ccccc2)n1)c1ccccc1	-6	8%
CC(=O)NCCNC(=O)C1Cc2c(-c3ccccc3Oc3ccccc3)ccnc2O1 (stereo unspecified)	-7	3%
Cc1ccc(Cn2ncc3c2NC(=O)CC32C(=O)N(C)c3c(Cl)cccc32)cc1 (stereo unspecified)	5	-2%
CN(C)C(CNC(=S)NCCc1ccccc1)c1cccs1 (stereo unspecified)	-2	45%[activator]
O=C(CCc1ccccc1)OCC(=O)c1ccc2c(c1)OCCCO2	-2	?

Looked up above:
Under LDHA inh, Cc1ccc(Cn2ncc3c2NC(=O)CC32C(=O)N(C)c3c(Cl)cccc32)cc1 (stereo unspecified) reads 5
Under ALOX12 inh, CCc1ccc2cc(C(=O)O)[nH]c2c1 reads -24%

Next structures follow.
SMILES	LDHA inh	ALOX12 inh
COc1ccccc1N(C)c1cc2c(c3c1ccn3C)C1CCC2C1 (stereo unspecified)	6	40µM*
O=C(CC1CC2CCC1C2)NCc1cccc(Cl)c1 (stereo unspecified)	2	?
CCCCN(C)C(=O)Cn1c(C2CC(=O)N(c3ccc(CC)cc3)C2)nc2ccccc21 (stereo unspecified)	10	-3%
COCc1ccccc1CNC(=O)NCc1coc(-c2cccs2)n1	6	33%[activator]
CC1CCN(c2nnc(-n3cccc3CN3CCN(C4CCCCC4)CC3)s2)CC1	2	41%[activator]
COc1ccccc1-c1coc2cc(OC(=O)C(C)(C)C)ccc2c1=O	1	19%
COc1ccc(OC)c(CNC(=O)CN(C(=O)C2=C(C)OCCS2)c2ccc(Cl)cc2)c1	0	?
COc1ccc(C(C)(NC(C)=O)c2nc(-c3cccc(F)c3)cs2)cc1 (stereo unspecified)	-4	-29%
CC(C)OC(=O)c1ccc(NC(=O)CCc2ncc(-c3ccc(F)cc3)o2)cc1	-1	11%
Cc1ccc(NC(=O)c2ccccc2Oc2ccccc2)cc1S(=O)(=O)N(C)C	?	-6%
Cc1cnc(NC(=O)CCc2ccc(S(N)(=O)=O)cc2)s1	6	28%
COc1cccc(-n2cnnc2SC(C)C(=O)Nc2ccc(C(C)C)cc2)c1 (stereo unspecified)	-20	7%
COC(=O)C[C@H]1C=C[C@@H](NC(=O)c2ccncc2)[C@@H](CO)O1	-1	-10%
CC(C)(C)c1ccccc1OCC(=O)Nc1cccc(C#N)c1	1	?
Cc1ccc(NC(=O)CN2CCN(C(=O)CCc3ncc(-c4ccccc4)o3)CC2)cc1	5	23%
Cn1ccc2c(-c3cccc(C=O)c3)cc3c(c21)C1CCC3O1 (stereo unspecified)	-7	?
COc1ccc(-c2cc(C(=O)Nc3ccc4c(c3)OCO4)on2)cc1OC	17	9%
COc1cc(/C=C/C(=O)c2ccc(OC(=O)c3cccs3)cc2)cc(OC)c1OC	10	?
Cn1c(=O)c2c(nc(CN3CCCCC3)n2CCCO)n(C)c1=O	1	-36%
CNc1cc(C)nc2c(-c3ccc(OC)c(OC)c3)c(C)nn12	-19	-1%
CC1(C(=O)NS(=O)(=O)Cc2ccccc2C(F)(F)F)CCN1C(=O)c1ccco1 (stereo unspecified)	-4	?
O=C(CCc1c[nH]c2ccccc12)N1CCC(c2c[nH]c3ccccc23)CC1	-7	2%
CC(=O)c1c(C)oc2c(Br)cc(NS(=O)(=O)c3ccc(Cl)c(C)c3)cc12	-21	6%
O=C(Nc1cccc(OCc2ccncc2)c1)c1ccc[n+]([O-])c1	4	-36%
CC(=O)c1ccc(S(=O)(=O)Nc2cc(Cl)ccc2C(=O)N(C)C)cc1	-3	?
Following part:
SMILES	LDHA inh	ALOX12 inh
COc1ccc(-c2noc([C@@H]3O[C@H](CO)[C@H](O)[C@H](O)[C@H]3O)n2)cc1OC	1	1%
Cc1ccccc1NC(=O)COC(=O)c1cccc2c(=O)c(C)c(-c3ccccc3)oc12	-9	?
N#CC1=C(N)Oc2c(oc(CO)cc2=O)C1c1cccc(Oc2ccccc2)c1 (stereo unspecified)	1	?
CC(=O)c1c(C)[nH]c(C(=O)NOCc2ccccc2)c1C	5	5%
O=c1cc(CN2CCCCC2)nc2nc(-c3ccccc3)[nH]n12	4	-29%
O=C(COc1ccccc1-c1noc(COc2ccc(F)cc2)n1)NCc1ccccc1	-2	?
COc1cc(Br)c(/C=C(/C#N)C(=O)c2ccccc2)cc1O	10	10µM*
Cc1nc(CN2C(=O)C3(CCC3)ON=C2c2cccc(Cl)c2)cs1	1	3%
Cc1c(Br)cccc1NC(=O)C1(C)CCN1Cc1ccc(OC(C)C)cc1 (stereo unspecified)	-4	3%
CCc1nc2c(OC)cccn2c1N(C)C(=O)c1ccccc1F	-1	-22%
c1ccc(Cn2ncc3c2CCCC3NCc2ccccn2)cc1 (stereo unspecified)	-17	48%[activator]
Cc1ccc(CNC(=O)c2scnc2C)cc1	1	23%
CNc1nc2c(c(=O)[nH]c(=O)n2C)n1Cc1cccc2ccccc12	7	0%
COc1ccc(C(C)(NC(C)=O)c2nc(-c3ccc(F)c(Cl)c3)cs2)cc1 (stereo unspecified)	-3	?
CCN1CCc2c(sc(-n3cccc3)c2CNC(=O)NCc2ccc(C)cc2)C1	4	35%[activator]
O=C(/C=C/[C@H]1O[C@@H](n2ccc(=O)[nH]c2=O)[C@H](O)[C@@H]1O)NCCc1c[nH]c2ccccc12	-12	-25%
O=C1CCc2cc(-c3csc(Nc4ccccc4)n3)ccc2N1	5	?
Cc1cc(C)n2c(Nc3ccc4c(c3)OCCO4)c(-c3cc4ccccc4o3)nc2n1	1	?
CC(=O)c1ccc(NC(=O)Cn2ccc3c(Cl)cccc32)cc1	6	-15%
CCOc1ccc2nc(NC(=O)c3cc(=O)c4ccccc4o3)sc2c1	-1	?
O=C(Nc1ccc2c(c1)OCCO2)C1c2ccccc2OCC(=O)N1CCCN1CCOCC1 (stereo unspecified)	-2	-18%
Cc1ccc2c(c1)-c1ccccc1C2=Nc1cccc2ccccc12	8	29%
CCC12CN3CC(CC)(CN(C1)C3c1ccc(O)c(OC)c1)C2O (stereo unspecified)	15	45%[activator]
CCN(CC)c1nc2ccccc2nc1C(C#N)S(=O)(=O)c1ccc(C)cc1 (stereo unspecified)	-4	14µM*
CC(Oc1ccc(Cl)cc1Cl)c1nc(-c2ccncc2)no1 (stereo unspecified)	1	-46%
Next part
SMILES	LDHA inh	ALOX12 inh
Fc1ccc(C2=Nn3c(nnc3-c3ccccn3)SC2)cc1	9	?
NCc1cc(Cl)c2c(c1)OCCCO2	0	?
O=C(c1ccc(Cn2nnc3ccccc32)cc1)N1CCN(S(=O)(=O)c2ccc(F)cc2)CC1	-2	0%
CC(NC(=O)c1ccc(Cl)o1)c1ccc(C(F)(F)F)cc1 (stereo unspecified)	7	3%
NC(=O)CN1CCC(NC(=O)c2cccc(F)c2)CC1	-3	?
CN(Cc1ccccc1)c1oc(-c2cccc(Cl)c2)nc1C#N	5	?
CCOc1ncccc1CNC(=O)c1nccnc1N	7	14%
NC(=O)C1CCN(C(=O)c2ccc3ccccc3n2)CC1	-13	28%
CNC(=S)N/N=C(/C)c1ccc(C)c([N+](=O)[O-])c1	-5	?
COC(=O)c1ccc(C(=O)Nc2ccc(O)c(-c3nc4ccccc4o3)c2)cc1	4	31%[activator]
CC1(Cc2ccc3c(c2)OCO3)C(=O)Nc2ccc(-c3cccc(C(F)(F)F)c3)cc21 (stereo unspecified)	3	-25%
CCn1c2ccccc2c2cc(CNCCc3c[nH]c4ccccc34)ccc21	-3	40µM*

Compounds above containing a Cl atom, in the order listed:
SMILES	LDHA inh	ALOX12 inh
S=C(NCCNc1c(Cl)c(Cl)c(Cl)c(Cl)c1Cl)Nc1ccccc1	1	13µM*
O=C(Nc1cc(F)ccc1F)c1ccc2c(Cl)c3c(nc2c1)CCCC3	0	1%
Cc1ccc(Cn2ncc3c2NC(=O)CC32C(=O)N(C)c3c(Cl)cccc32)cc1 (stereo unspecified)	5	-2%
O=C(CC1CC2CCC1C2)NCc1cccc(Cl)c1 (stereo unspecified)	2	?
COc1ccc(OC)c(CNC(=O)CN(C(=O)C2=C(C)OCCS2)c2ccc(Cl)cc2)c1	0	?
CC(=O)c1c(C)oc2c(Br)cc(NS(=O)(=O)c3ccc(Cl)c(C)c3)cc12	-21	6%
CC(=O)c1ccc(S(=O)(=O)Nc2cc(Cl)ccc2C(=O)N(C)C)cc1	-3	?
Cc1nc(CN2C(=O)C3(CCC3)ON=C2c2cccc(Cl)c2)cs1	1	3%
COc1ccc(C(C)(NC(C)=O)c2nc(-c3ccc(F)c(Cl)c3)cs2)cc1 (stereo unspecified)	-3	?
CC(=O)c1ccc(NC(=O)Cn2ccc3c(Cl)cccc32)cc1	6	-15%
CC(Oc1ccc(Cl)cc1Cl)c1nc(-c2ccncc2)no1 (stereo unspecified)	1	-46%
NCc1cc(Cl)c2c(c1)OCCCO2	0	?
CC(NC(=O)c1ccc(Cl)o1)c1ccc(C(F)(F)F)cc1 (stereo unspecified)	7	3%
CN(Cc1ccccc1)c1oc(-c2cccc(Cl)c2)nc1C#N	5	?
